# Screening results as filed in PubChem BioAssay.
# TROY signal inh: TROY signaling inhibition | Q293 LMP1-TROYcd NF-kB luciferase reporter, 4 h | actives 0.98% (n = 360,000) | inhibition, % at 10 µM;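 active = compounds whose plate-normalised and pattern-corrected inhibition of the luciferase reporter signal at the single screening dose is 50% or more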
# NCOA2 inhibitor: inhibits human steroid receptor coactivator 2 | Q15596 | HEK293 GAL4-SRC2 luciferase reporter, luminescence | inhibition, % at 9 µM | actives 0.17% (n = 370,000) | AID 651957;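 active = inhibition above the mean inhibition of all tested compounds plus 3 SD, set per campaign, cut at about 52% in these data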;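 also: 0% = DMSO treated cells and 100% = cells given Gossypol at 36 µM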
# COUP-TFII inh: inhibitors of human COUP-TFII (NR2F2) | P24468 | HEK293T NGFI-A luciferase reporter, luminescence | inhibition, % at 8.6 µM | actives 0.7% (n = 370,000) | AID 686940;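 active = inhibition above a per-plate cutoff, mean inhibition of test wells between control levels plus 3 SD, cut at about 38% in these data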;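 also: cells cotransfected with COUP-TFII expression vector driving the NGFI-A reporter; 0% = median of COUP-TF2 test wells and 100% = reporter-only cells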
# NR5A2 inv ag: suppresses constitutive activity of human LRH-1; HEK293T StAR-luciferase reporter, LRH-1 transfected, 24 h; O00482; inhibition, % at 3.6 µM; actives 0.13% (n = 360,000);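 active = inhibition above the mean inhibition of all tested compounds plus 3 SD, cut at about 73% in these data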;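 also: 0% = DMSO wells and 100% = reporter-only cells lacking LRH-1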
# TWEAK-Fn14 inh: inhibitors of TWEAK-Fn14 interaction signaling. AID 1159606. TWEAK-stimulated Fn14 reporter cells, luciferase luminescence, 8 h. actives 2% (n = 360,000). inhibition, % at 10 µM; in the data active = inhibition above about 50%
# SRC3 inh: inhibitors of human steroid receptor coactivator 3 (SRC3); Q9Y6Q9; HEK293 GAL4-SRC3 luciferase reporter, luminescence; AID 588352; actives 0.17% (n = 360,000); inhibition, % at 3.6 µM;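 active = inhibition above a per-campaign cutoff, the mean of all compounds plus 3 SD, cut at about 60% in these data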;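 also: 0% = DMSO-treated cells and 100% = gossypol-treated cells at 36 µM; higher means less SRC3-driven luciferase light from the GAL4 reporter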
# Target sequence (Q9Y6Q9 whole entry, looked up, the tested form may be a part): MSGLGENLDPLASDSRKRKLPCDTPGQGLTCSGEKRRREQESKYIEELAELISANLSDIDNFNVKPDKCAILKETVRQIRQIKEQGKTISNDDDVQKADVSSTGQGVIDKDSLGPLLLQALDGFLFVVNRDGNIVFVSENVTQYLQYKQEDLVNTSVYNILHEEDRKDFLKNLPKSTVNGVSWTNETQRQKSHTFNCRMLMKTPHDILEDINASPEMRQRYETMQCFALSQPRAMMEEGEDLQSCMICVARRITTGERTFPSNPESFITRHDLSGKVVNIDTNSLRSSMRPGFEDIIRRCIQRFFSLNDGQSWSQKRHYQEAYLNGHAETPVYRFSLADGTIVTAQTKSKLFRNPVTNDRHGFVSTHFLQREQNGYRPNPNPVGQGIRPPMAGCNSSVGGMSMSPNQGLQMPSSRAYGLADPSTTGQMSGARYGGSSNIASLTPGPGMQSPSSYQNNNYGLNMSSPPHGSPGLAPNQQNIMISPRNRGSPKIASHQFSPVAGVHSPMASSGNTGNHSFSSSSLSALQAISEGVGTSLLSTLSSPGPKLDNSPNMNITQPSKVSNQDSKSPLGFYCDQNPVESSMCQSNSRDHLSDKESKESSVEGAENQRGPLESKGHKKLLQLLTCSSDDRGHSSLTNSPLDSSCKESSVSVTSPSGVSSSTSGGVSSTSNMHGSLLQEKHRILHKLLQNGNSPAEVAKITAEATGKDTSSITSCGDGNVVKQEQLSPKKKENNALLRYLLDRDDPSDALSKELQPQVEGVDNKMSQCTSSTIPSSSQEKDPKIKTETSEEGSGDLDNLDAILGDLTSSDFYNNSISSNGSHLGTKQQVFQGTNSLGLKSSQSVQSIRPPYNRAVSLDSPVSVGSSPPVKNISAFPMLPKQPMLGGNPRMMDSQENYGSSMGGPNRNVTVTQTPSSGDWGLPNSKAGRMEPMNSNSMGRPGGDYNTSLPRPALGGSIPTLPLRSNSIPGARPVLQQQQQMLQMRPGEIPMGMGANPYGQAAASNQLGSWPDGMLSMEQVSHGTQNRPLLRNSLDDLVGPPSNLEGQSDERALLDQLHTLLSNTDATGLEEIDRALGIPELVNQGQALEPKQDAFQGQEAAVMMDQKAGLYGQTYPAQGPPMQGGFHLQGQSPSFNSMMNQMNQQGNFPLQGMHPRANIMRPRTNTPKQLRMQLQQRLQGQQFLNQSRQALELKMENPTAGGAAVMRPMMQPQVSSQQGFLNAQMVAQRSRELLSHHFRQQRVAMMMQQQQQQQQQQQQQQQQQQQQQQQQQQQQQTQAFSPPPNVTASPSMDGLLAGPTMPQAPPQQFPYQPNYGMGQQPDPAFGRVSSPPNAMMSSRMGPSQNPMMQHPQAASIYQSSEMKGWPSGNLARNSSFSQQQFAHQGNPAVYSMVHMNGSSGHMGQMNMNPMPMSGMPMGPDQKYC
# TRAIL sens C8: caspase-8 TRAIL sensitization; NB7+C8 cells + TRAIL, ATPlite viability luminescence; AID 624354; inhibition (viability loss, TRAIL sensitization), % at 10 µM; actives 1% (n = 360,000);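 active = compounds causing at least 50% loss of cell viability in the single-dose screen, relative to plate controls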
# NCOA1 inh: human NCOA1 inhibition; actives 0.12% (n = 360,000); inhibition, % at 3.6 µM; HEK293 GAL4-SRC1 luciferase reporter, luminescence;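 active = inhibition above the campaign mean plus 3 SD, with each screening campaign given its own cutoff, cut at about 60% in these data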;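 also: 0% = DMSO treated cells and 100% = gossypol at 36 µM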
# LMP1 NFkB inh: reduces LMP1-driven NF-kappaB luciferase signal; actives 0.69% (n = 350,000); inhibition, % at 12.5 µM; LMP1-induced NF-kappaB luciferase reporter cells, luminescence; AID 504558; in the data active = inhibition above about 41%;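 also: 0% = neutral control wells and 100% = reference inhibitor control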
# KKLEB tox: CF airway cell cytotoxicity counter-screen. KKLEB CF airway cells viability, ATPlite luminescence, overnight; hits give low values; cells stimulated with P. aeruginosa culture filtrate. activity change (cytotoxicity), % at 5 µM. actives 0.36% (n = 360,000);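 active = corrected activity change at or below -50% at 5 µM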
# CF NFkB block: inhibitors of cystic fibrosis induced NF-kB. KKLEB NF-kB-GFP reporter, PAF-induced, GFP fluorescence overnight. inhibition, % at 5 µM. actives 0.86% (n = 360,000). AID 588850;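 active = at least 50% inhibition at 5 µM, scaled per plate between neutral and stimulator controls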;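 also: PAF is a Pseudomonas aeruginosa culture filtrate used as stimulus; plate controls were PAF-stimulated DMSO wells for no effect and unstimulated DMSO wells for full effect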
# An asterisk follows results filed as active; x = no result given; & = joins results of further samples.
SMILES,TROY signal inh,NCOA2 inhibitor,COUP-TFII inh,NR5A2 inv ag,TWEAK-Fn14 inh,SRC3 inh,TRAIL sens C8,NCOA1 inh,LMP1 NFkB inh,KKLEB tox,CF NFkB block
N#Cc1ccccc1NC(=O)c1cccc(COc2ccc(Cl)cc2Cl)c1,-100.8,-102.7,-62.7,-284.9,-65.5,-93.1,6.2,-140.5,14.6,-8.3,-7.6
COc1ccc(/C=C/C(=O)NCC(=O)N2CCC(N(C)CCN3CCOCC3)CC2)cc1OC,-21.4,9.6,-4.5,-2.7,4.1,8.5,-2.3,-5.0,7.7,-2.3,2.9
COc1ccc(/C=N/NC(=O)c2c([N+](=O)[O-])c(C)nn2C)cc1,3.4,-4.3,16.7,6.2,14.7,-4.0,1.4,5.5,-7.9,-0.1,1.0
Oc1ccc(C=NN=C2c3ccccc3-c3ccccc32)c(O)c1,-34.5,-15.7,-35.5,-101.4,16.7,2.4,24.4,-72.4,1.4,-1.4,-8.8
COc1ccccc1NS(=O)(=O)c1cc(NC(=O)Nc2cccc(C)c2)ccc1N1CCCCC1,3.4,10.4,-19.1,-6.5,22.9,1.3,2.7,-0.5,8.6,-11.0,43.1
CCc1ccc(NC(=O)C(=O)NNC(=O)COc2cccc(OC)c2)cc1,-12.0,-14.7,-12.0,-11.2,-19.4,13.4,-7.8,-3.6,-6.8,4.6,5.1
COCCN1Cc2cccc(C(=O)NCc3cccs3)c2C1=O,6.2,-9.9,7.8,-6.5,-1.9,10.1,-2.7,-26.5,5.2,-2.3,8.7
CCn1c2ccccc2n2c(=O)c(=O)n(CC(=O)Nc3ccc(C(C)C)cc3)nc12,3.7,-1.1,8.4,1.2,-29.8,18.6,1.8,-4.3,-5.4,-18.7,17.4
CCC(C)Sc1ccc(-c2nc3ccc(C)cn3c2NCc2ccccc2)cc1 (configuration not stated),-73.7&-46.7,-29.8&-47.8,-7.0&-28.2,-15.5&-40.5,-22.1&-15.2,-27.9,7.1&9.8,-46.2,-3.7,7.1,-16.2
COc1ccc(C)cc1NC(=O)c1nc2nc(C)cc(C)n2n1,4.9,23.3,-10.1,11.5,-5.9,10.2,-0.5,-0.6,3.0,-1.0,3.4
O=C(O)c1cn(-c2ccc(N3CCCC3)c(F)c2)c2c(F)c(F)c(F)cc2c1=O,-0.5,5.2,11.8,8.8,2.5,16.8,0.3,-1.5,6.5,4.0,-14.2
COC(=O)c1cccc(C(=O)Nc2cnc3ccccc3c2)n1,-8.5,-55.6,6.3,6.6,15.1,-28.4,-1.7,-45.0,-9.1,3.9,-3.1
O=C(Nc1ccc2nsnc2c1)N1CCCCCC1,-25.7,-35.7,-17.9,-61.0,-32.9,-43.0,8.3,-50.0,-10.3,-1.7,6.7
CCOC(=O)N1CCN(C(=O)C(C)c2ccc([N+](=O)[O-])cc2)CC1 (configuration not stated),2.5,-6.1,2.5,-21.3,-11.1,-5.9,-2.9,-30.0,-0.5,5.3,-5.9
C=CCOC(=O)Nc1c(C(=O)OC)[nH]c2ccccc12,1.2,-37.6,12.6,18.4,10.8,-11.5,-9.6,-4.0,-8.7,-3.3,-0.2
CCC(C)c1ccccc1NC(=O)CN(C)CCOc1ccc(Cl)cc1 (configuration not stated),-9.6,-14.4,-5.0,-6.7,-8.8,2.9,-2.8,-3.9,3.4,2.0,13.6
Cn1c(=O)n(C)c2cc([N+](=O)[O-])c(N3CCN(C(=O)c4ccccc4Cl)CC3)cc21,30.5,13.8,45.2*,24.2,24.4,25.6,15.5,17.0,-2.0,-7.2,4.8
COC(=O)c1c(C)oc2ccc(N(C(=O)c3ccncc3)S(=O)(=O)c3ccc(C)cc3)cc12,59.2*,x,x,38.7,56.2*,24.2,2.4,-6.3,25.8,2.8,32.9
O=C(Nc1ccc2ccccc2c1)c1cccc([N+](=O)[O-])c1,-64.0,-58.5,-37.5,-126.3,-35.6,-115.9,-6.4,-78.4,-34.7,-1.1,-27.6
O=C(COC(=O)Cc1c(Cl)cccc1Cl)NCCC1=CCCCC1,-9.5,-17.6,12.1,8.2,-5.0,5.3,-12.8,-0.7,0.1,11.3,-10.2
Cc1ccc(CNC(=O)CCOc2ccc(C(C)(C)C)cc2)cc1,-6.5,3.8,10.5,1.9,-28.0,-8.3,-9.3,0.4,-0.2,5.0,9.5
CCCn1nnc(NC(=O)c2ccc3ccccc3c2)n1,-32.0,-26.4,-32.1,-97.5,-4.6,-68.1,22.7,-117.3,-32.9,2.5,-3.0
CCO[C@H]1OC(C(N)=O)=C[C@@H](C)[C@@H]1CCCO,-7.6,2.9,-17.9,0.1,-0.5,-15.3,8.4,-17.0,-12.2,-5.0,-14.0
COc1ccccc1N1CCN(C(=O)CN2C(=O)C3CCCCC3C2=O)CC1 (configuration not stated),-18.2,5.3,-20.8,-27.3,-2.8,-15.2,5.0,-35.9,-4.4,4.8,-0.2
COc1ccc(CNCc2cc(Cl)ccc2O)cc1,-27.7,5.4,2.0,13.2,-21.7,9.0,2.9,7.6,1.6,-2.8,-10.9
# Next part:
SMILES,TROY signal inh,NCOA2 inhibitor,COUP-TFII inh,NR5A2 inv ag,TWEAK-Fn14 inh,SRC3 inh,TRAIL sens C8,NCOA1 inh,LMP1 NFkB inh,KKLEB tox,CF NFkB block
COc1cc(Nc2ncc3c(n2)CCN(C(=O)Nc2ccc(C(C)C)cc2)C3)cc(OC)c1OC,38.3,1.7,10.0,30.4,22.4,-8.5,8.7,4.7,x,-2.5,20.0
CC12CCC(=O)N1C(C(=O)Oc1cccc(F)c1)CS2 (configuration not stated),4.0,7.8,11.7,6.8,1.0,-43.6,-1.5,1.9,-0.7,2.3,-17.7
CCOc1ccc(C(C)=O)cc1COC(=O)CN1C(=O)NC2(CCCC2)C1=O,-7.1,8.5,14.8,9.2,-2.7,0.8,0.5,-10.0,-3.6,-6.1,-10.4
O=c1[nH]c2cc3c(cc2cc1CN(Cc1ccco1)C(=S)NCC1CCCO1)OCCO3 (configuration not stated),6.3,-0.7,4.1,-3.9,2.0,8.1,-15.2,-11.2,-18.4,-7.6,8.4
CCOC(=O)N1CCN(S(=O)(=O)c2ccc(OC)c3ccccc23)CC1,x,13.7,17.9,4.5,43.7,5.5,-3.0,-5.5,0.3,-2.7,3.8
O=C(CCc1ccccc1)NNC(=O)c1ccccc1C(=O)O,1.2,8.1,-10.1,5.4,-5.1,-0.7,1.6,-3.7,-9.1,2.9,6.7
Cc1ccc(C2CC(c3ccc(C)cc3)n3nc(N)nc3N2)cc1 (configuration not stated),-1.0,-10.9,-48.4,4.6,-1.2,7.0,-4.0,-13.7,-0.7,8.0,-30.4
CN(C)S(=O)(=O)c1cccc(NC(=O)CN(CCO)CC(=O)Nc2cccc(S(=O)(=O)N(C)C)c2)c1,-9.1,-12.9,10.5,3.5,9.0,-0.5,-7.5,-3.5,-0.9,-2.5,2.6
CS(=O)(=O)N(CC(=O)NC1CC1)C1CCCCC1,7.2,-4.3,11.7,-10.1,6.9,-1.2,-7.6,-14.1,5.7,-2.1,-13.1
CC(C)c1ccc(N(CC(=O)O)S(=O)(=O)c2cccnc2)cc1,-10.4,1.1,3.9,1.5,2.0,7.8,3.2,12.7,3.6,0.6,-9.1
COc1cccc(/C=N/n2c(-c3cc(C)[nH]n3)n[nH]c2=S)c1O,-12.1,11.3,-6.4,-12.5,11.5,13.9,-9.1,-0.1,-5.4,3.4,8.7
Cc1nc2cc3ccccc3cc2s1,-19.2,-33.3,-16.6,-5.4,0.0,-24.6,3.4,-10.5,-3.5,-11.7,7.7
O=C(COC(=O)Cc1ccc(F)cc1)NC1CCCCC1,-14.7,0.2,-14.2,4.0,-3.9,9.5,24.1,-2.1,0.0,-4.4,10.1
CCC(C)c1ccc(S(=O)(=O)Nc2cccnc2)cc1 (configuration not stated),13.6,3.5,16.6,6.8,-4.8,-4.7,4.8,24.6,4.3,-0.8,4.5
CC(=NNC(=S)N1CCCCC1)c1cccc(C)n1,6.8,-28.7,3.1,-11.8,-39.2,24.3,15.9,-3.6,68.6*,25.9,-34.8
CCOC(=O)c1c(NC(=O)C(C)Sc2nnc(C)c(=O)[nH]2)sc2c1CCCC2 (configuration not stated),5.6,-15.4,10.5,-15.6,36.2,2.1,-26.0,-7.7,2.2,-0.1,9.5
O=c1c2c(-c3cccs3)csc2ncn1/N=C/c1ccc(OC(F)F)cc1,6.5,-2.0,-1.1,15.9,11.6,-4.9,7.9,-7.2,5.6,-37.0,11.6
Cc1cc(C)c(NC(=S)N(CCN2CCCCC2)Cc2ccco2)c(C)c1,-10.0,12.4,2.9,2.6,8.3,-8.1,11.3,7.6,5.4,6.5,-4.1
CCOc1ccc(CCNC(=O)COC(=O)C2CCN(S(=O)(=O)c3ccccc3)CC2)cc1OCC,-17.9,-17.1,-4.1,0.0,12.3,2.8,-6.3,-11.5,-4.6,-17.1,29.8
COc1ccc(C)c2sc(=NC(=O)c3cccc(N4C(=O)CCC4=O)c3)n(C)c12,-32.0,-12.2,-7.3,-15.4,-40.4,-0.9,3.3,-0.8,-13.9,-12.4,-6.8
CCOC(=O)c1c(NC(C)=O)sc2c(O)c(Br)cc(Br)c12,10.2,-4.2,22.4,-8.8,6.3,9.5,-26.3,-16.9,5.4,-11.6,-7.0
CCOc1ccc(NS(=O)(=O)c2ccc(OCC(=O)NCc3ccncc3)cc2)cc1,4.2,-9.6,2.7,-9.0,1.8,-22.2,0.9,-3.7,0.8,10.6,-7.6

# Structures shown so far that have an aryl thioether with sulfur outside any ring, in the order listed:
SMILES,TROY signal inh,NCOA2 inhibitor,COUP-TFII inh,NR5A2 inv ag,TWEAK-Fn14 inh,SRC3 inh,TRAIL sens C8,NCOA1 inh,LMP1 NFkB inh,KKLEB tox,CF NFkB block
CCC(C)Sc1ccc(-c2nc3ccc(C)cn3c2NCc2ccccc2)cc1 (configuration not stated),-73.7&-46.7,-29.8&-47.8,-7.0&-28.2,-15.5&-40.5,-22.1&-15.2,-27.9,7.1&9.8,-46.2,-3.7,7.1,-16.2
CCOC(=O)c1c(NC(=O)C(C)Sc2nnc(C)c(=O)[nH]2)sc2c1CCCC2 (configuration not stated),5.6,-15.4,10.5,-15.6,36.2,2.1,-26.0,-7.7,2.2,-0.1,9.5

# Among those listed so far, 5 have a Cl atom.
SMILES,TROY signal inh,NCOA2 inhibitor,COUP-TFII inh,NR5A2 inv ag,TWEAK-Fn14 inh,SRC3 inh,TRAIL sens C8,NCOA1 inh,LMP1 NFkB inh,KKLEB tox,CF NFkB block
N#Cc1ccccc1NC(=O)c1cccc(COc2ccc(Cl)cc2Cl)c1,-100.8,-102.7,-62.7,-284.9,-65.5,-93.1,6.2,-140.5,14.6,-8.3,-7.6
CCC(C)c1ccccc1NC(=O)CN(C)CCOc1ccc(Cl)cc1 (configuration not stated),-9.6,-14.4,-5.0,-6.7,-8.8,2.9,-2.8,-3.9,3.4,2.0,13.6
Cn1c(=O)n(C)c2cc([N+](=O)[O-])c(N3CCN(C(=O)c4ccccc4Cl)CC3)cc21,30.5,13.8,45.2*,24.2,24.4,25.6,15.5,17.0,-2.0,-7.2,4.8
O=C(COC(=O)Cc1c(Cl)cccc1Cl)NCCC1=CCCCC1,-9.5,-17.6,12.1,8.2,-5.0,5.3,-12.8,-0.7,0.1,11.3,-10.2
COc1ccc(CNCc2cc(Cl)ccc2O)cc1,-27.7,5.4,2.0,13.2,-21.7,9.0,2.9,7.6,1.6,-2.8,-10.9

# Compounds as they come (roughly 4.2% active in at least one column).
